ZTA DNA inh – blocks Epstein-Barr virus ZTA, an EBNA-1 counter-screen | P03206 | ZTA-DNA binding, fluorescence polarization | inhibition, % at 11 µM | 320,000 tested, 0.15% active; in the data active = inhibition above about 33%
Target sequence (P03206 whole entry, looked up): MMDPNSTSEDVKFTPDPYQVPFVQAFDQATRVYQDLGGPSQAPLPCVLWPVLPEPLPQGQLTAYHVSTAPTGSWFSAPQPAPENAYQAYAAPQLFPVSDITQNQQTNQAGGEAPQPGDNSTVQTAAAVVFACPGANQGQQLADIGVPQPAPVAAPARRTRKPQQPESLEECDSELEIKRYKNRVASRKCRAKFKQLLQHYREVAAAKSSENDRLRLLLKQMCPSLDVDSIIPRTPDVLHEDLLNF
GASC-1 inh – human JMJD2C demethylase inhibition | GST-JMJD2C(1-420) H3K9me3 demethylation, DELFIA europium | inhibition, % at 2.35 µM | 330,000 tested, 0.069% active | AID 2099 | Q9H3R0;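 active = more than half of a compound's replicate wells show inhibition beyond 50%, single wells judged on their own value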;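 also: signal counts dimethyl H3K9 product captured on neutravidin plate; 0% = median of DMSO wells and 100% = 0.3 times that DMSO median; strong numbers were not always called active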
Target sequence (Q9H3R0 1-420 limits assumed): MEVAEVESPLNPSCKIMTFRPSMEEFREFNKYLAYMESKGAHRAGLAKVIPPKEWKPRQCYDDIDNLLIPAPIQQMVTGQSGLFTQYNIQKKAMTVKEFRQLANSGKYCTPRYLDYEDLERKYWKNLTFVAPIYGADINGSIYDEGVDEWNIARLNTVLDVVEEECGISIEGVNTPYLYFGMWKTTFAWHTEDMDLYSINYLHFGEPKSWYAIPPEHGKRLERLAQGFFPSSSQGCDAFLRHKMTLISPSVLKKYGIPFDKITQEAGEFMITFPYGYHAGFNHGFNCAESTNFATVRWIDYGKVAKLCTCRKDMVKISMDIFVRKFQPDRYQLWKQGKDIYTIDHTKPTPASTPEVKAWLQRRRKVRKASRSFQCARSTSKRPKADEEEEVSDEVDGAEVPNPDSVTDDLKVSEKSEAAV
PP5 primary – PP5 (human) phosphatase inhibition; P53041; purified PP5c, OMFP substrate fluorescence; inhibition, % at 6.7 µM; 320,000 tested, 0.18% active; AID 1987;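 active = inhibition above the campaign's mean inhibition across all tested compounds plus 3 SD, cut at about 9.5% in these data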;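 also: 0% = DMSO only and 100% = 100 µM cantharidin control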
Fh CTSL1 inh – blocks F. hepatica cathepsin L1 in PFM18AAP counter-screen; recombinant F. hepatica cathepsin L1, Z-Leu-Arg-MCA fluorescence; 300,000 tested, 0.49% active; inhibition, % at 5.96 µM;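 active = inhibition above the mean of all tested compounds plus 3 SD, set per screening campaign, cut at about 17% in these data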;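 also: 0% = plate median of test compound wells and 100% = 1 µM Z-Phe-Ala-diazomethylketone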
Yeast superoxide – yeast age-related superoxide inhibition as caloric restriction mimetic; AID 2690; 330,000 tested, 0.18% active; superoxide response (% of plate mean), % at 10 µM; S. cerevisiae aged cells, superoxide DHE fluorescence; hits give low values;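 active = superoxide response under a set limit, about three screen SD below normal, cut at about 65% in these data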;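 also: yeast aged for seven days with compound at 30 °C before DHE staining; 100% = average MFI of all compound-treated wells on the plate with controls excluded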
EBNA-1 inhibitor – blocks EBNA-1 binding to DNA | 300,000 tested, 0.34% active | EBNA-1 DNA binding, fluorescence polarization | inhibition, % at 14.8 µM | AID 1950; in the data active = inhibition above about 28%
TPT1 inh – inhibitors of Candida albicans tRNA 2'-phosphotransferase TPT1; recombinant caTPT1, FP RNA substrate dephosphorylation; inhibition, % at 5 µM; 300,000 tested, 0.81% active; AID 1962;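 active = inhibition above the mean of all tested compounds plus 3 SD, set per screening campaign, cut at about 24% in these data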;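 also: plate controls were DMSO alone for no effect and ferristatin control at 100 nM for full effect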
PP1 inh – blocks human PP1-alpha phosphatase, a PP5 counter-screen; purified PP1alpha, OMFP fluorescence; 320,000 tested, 0.9% active; P62136; inhibition, % at 6.7 µM;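 active = inhibition above the mean inhibition of all tested compounds plus 3 SD, computed separately for each screening campaign, cut at about 15% in these data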
Target sequence (P62136 whole entry, looked up): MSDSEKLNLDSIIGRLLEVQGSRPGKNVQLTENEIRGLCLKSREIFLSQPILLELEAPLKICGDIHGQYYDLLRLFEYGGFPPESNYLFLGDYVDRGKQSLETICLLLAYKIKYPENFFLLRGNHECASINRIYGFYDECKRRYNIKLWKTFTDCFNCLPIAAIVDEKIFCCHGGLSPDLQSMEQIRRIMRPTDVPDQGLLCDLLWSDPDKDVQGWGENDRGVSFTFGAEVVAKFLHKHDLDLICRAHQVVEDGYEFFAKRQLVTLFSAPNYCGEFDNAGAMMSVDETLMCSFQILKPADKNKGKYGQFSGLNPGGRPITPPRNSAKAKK
HCV core dimer – blocks dimerization of HCV core protein. TR-FRET GST/Flag-core106 dimerization, 1536-well. inhibition, % at 5 µM. 300,000 tested, 0.33% active;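 active = inhibition above the mean of all tested compounds plus 3 SD, set per screening campaign, cut at about 45% in these data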
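Test system: GST/Flag-tagged HCV core106 proteins; Medium: KF-containing HEPES buffer, pH 7.45, DTT, CHAPS, BSA; Times: compound-protein-antibody incubation 4 h at 22.5 °C; Detection: TR-FRET 671 and 617 nm emission; Benchmarks: wells lacking GST-core106 and wells with excess unlabelled core106.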
The depositor's hits bear a star; nt = not tested or not shown. No enrichment for hits. Share with any hit: about 3.1%.

SMILES	ZTA DNA inh	GASC-1 inh	PP5 primary	Fh CTSL1 inh	Yeast superoxide	EBNA-1 inhibitor	TPT1 inh	PP1 inh	HCV core dimer
Cc1nc2cc3nc(C(F)(F)F)[nH]c3cc2[nH]1	4	10	-4.6	4	90	-16	3	1	-18
COc1ccc(C2CC(c3ccccc3)=NN2C(=O)COC(=O)CNC(=O)c2ccccc2)cc1 (stereo not drawn)	5	1	6.1	31*	118	11	3	-4	23
C=CCc1cccc(/C=N/n2c(C)nnc2C)c1O	4	10	1.3	-2	108	-9	-12	-6	-8
COc1ccc(-n2c(SCC(N)=O)nnc2-c2ccccc2F)cc1	-2	-8	-1.8	4	93	-2	0	-2	3
O=C(N1CCN(c2ccccc2)CC1)C(F)(F)C(F)(F)F	-7	15	-1.9	0	85	0	4	0	0
Cc1cc(Cl)ccc1OCC(=O)N(Cc1ccco1)C1CCS(=O)(=O)C1 (stereo not drawn)	-2	2	2.5	-2	100	-2	-5	-3	-2
C=CCn1c(SCC(=O)Nc2ccc(C(=O)O)cc2)nc2sc(C)c(C)c2c1=O	-2	nt	0.7	nt	87	nt	nt	-1	nt
CCN=C1S/C(=C\c2cn(CC(=O)NCc3ccco3)c3ccccc23)C(=O)N1CC	-7	2	1.6	0	99	10	10	15*	-2
S=c1[nH]nc(-c2ccccc2Br)n1Cc1ccccc1	2	-15	3.0	-16	97	-4	-1	-8	6
O=C(NCc1ccco1)c1ccc(CS(=O)Cc2ccc(Cl)cc2)o1 (stereo not drawn)	-5	-2	0.6	-2	79	-1	-2	0	1
CN(C)S(=O)(=O)c1ccc(C(=O)OCC(=O)Nc2sc3c(c2C#N)CCCCC3)cc1	-5	-4	0.0	1	88	5	6	-2	12
CC(C)NS(=O)(=O)c1ccc(OCC(N)=O)c(Cl)c1	1	-3	-0.9	-4	95	1	-2	1	-3
COC(=O)c1ccccc1Nc1ccnc(Cl)n1	-8	15	0.6	-1	116	-16	-2	-3	1
CC#CCCc1nc2ccccc2c(=O)n1N	4	5	-0.9	3	103	9	0	-4	-2
CCOc1ccc(NC(=O)CN(C)C(=O)c2ccccc2OCc2c(C)noc2C)cc1OCC	-6	6	-1.4	1	94	-1	-1	4	-2

Complete entries from above:
CC(C)NS(=O)(=O)c1ccc(OCC(N)=O)c(Cl)c1 as listed: ZTA DNA inh = 1; GASC-1 inh = -3; PP5 primary = -0.9; Fh CTSL1 inh = -4; Yeast superoxide = 95; EBNA-1 inhibitor = 1; TPT1 inh = -2; PP1 inh = 1; HCV core dimer = -3
O=C(N1CCN(c2ccccc2)CC1)C(F)(F)C(F)(F)F as listed: ZTA DNA inh = -7; GASC-1 inh = 15; PP5 primary = -1.9; Fh CTSL1 inh = 0; Yeast superoxide = 85; EBNA-1 inhibitor = 0; TPT1 inh = 4; PP1 inh = 0; HCV core dimer = 0

The list continues:
SMILES	ZTA DNA inh	GASC-1 inh	PP5 primary	Fh CTSL1 inh	Yeast superoxide	EBNA-1 inhibitor	TPT1 inh	PP1 inh	HCV core dimer
C/C=C/n1ccnc1CC(O)(c1ccccc1)c1ccc(C)cc1 (stereo not drawn)	6	6	-1.1	-1	117	8	1	-4	8
O=C1CCC(=O)N1c1nc2n(n1)C(c1ccccc1)C=C(c1ccc(Br)cc1)N2 (stereo not drawn)	-4	10	4.0	-3	100	-11	-10	2	12
CC1CCCC(C)N1/N=C/c1ccccc1F (stereo not drawn)	11	3	-0.9	-3	96	7	5	1	3
O=C(COc1ccc(C(=O)Nc2ccc(Cl)cc2)cc1)NCc1ccccc1	3	-2	2.3	2	100	13	0	-3	-4
CN(C)c1cccc(Oc2nc3c(c(=O)n(C)c(=O)n3C)n2C)c1	2	0	0.3	2	104	1	-1	0	1
CCN1CC2([N+](=O)[O-])CC=C(OC)C([N+](=O)[O-])(C1)C2 (stereo not drawn)	2	5	0.0	0	97	4	-1	0	2
CN(C)c1nccc(N(Cc2ccccc2)Cc2ccccc2)c1C#N	8	4	1.4	-1	105	-1	2	4	13
O=C(COc1ccc(Cl)cc1)Nc1ccc2oc(-c3ccncc3)nc2c1	4	-13	-2.1	2	115	-19	-1	-2	3
Cc1nc2cc(NC(=O)COc3ccc(C#N)cc3)ccc2n1-c1ccccc1	16	23	2.3	1	112	3	0	4	5
COc1cc(OC)cc(C(=O)NCC(=O)OCc2cc(=O)oc3cc(OC)ccc23)c1	-7	5	-1.3	-13	103	5	-2	-1	8
CNS(=O)(=O)c1cccc(C(=O)OCC(=O)Nc2ccc(Cl)cc2F)c1	1	-8	0.9	-2	90	-2	0	4	-3
N#Cc1ccc(OCC(=O)Nc2nc(-c3ccncc3)cs2)cc1	4	6	4.1	nt	103	nt	nt	-2	nt
CC(C)CC1NC(=O)c2ccccc2-n2c1nc1cc(F)ccc1c2=O (stereo not drawn)	6	1	0.1	nt	105	nt	nt	-4	nt
CCN(CC)CCCN=Cc1c(O)n(-c2ccc(C)cc2)c(=O)c2ccccc12	-12	3	0.2	-1	102	-8	-2	5	-2
Cc1nn(-c2ccccc2)c2c1C1(C(=O)Nc3ccccc31)N1C(=N2)Sc2ccccc21 (stereo not drawn)	28	11	0.8	3	118	-3	-4	2	22
COc1cc2c(cc1NC(=O)C1CCCO1)oc1ccccc12 (stereo not drawn)	3	1	-0.6	4	93	11	1	-2	2
Cc1ccc(NC(=O)CCn2nc(C)cc2C)c(C)c1	-16	-3	2.9	0	96	-10	-8	4	-10
Cc1nc(CS(=O)(=O)c2ccc(Cl)cc2)cc(Sc2ccc(Cl)cc2)n1	-13	0	1.6	0	114	-13	-1	4	5
COc1cccc(/C=N/NC(=S)Nc2cccc(S(=O)(=O)N(C)C)c2)c1	-13	-5	5.7	-2	95	-1	2	-1	7
CCn1c(C)c(C)c2cc(C(=O)NC3CCCCCC3)ccc21	-18	7	2.5	-1	88	-8	-1	-2	3
COc1ccccc1OCC(=O)Nc1ccccc1C(=O)Nc1cccc(C(=O)O)c1	-6	-5	0.7	1	88	7	1	2	-6
Cc1cc(C)n(CC(C)NCc2c(C(=O)N3CCOCC3)nc3c(C)cccn23)n1 (stereo not drawn)	-7	13	-0.7	0	110	2	-6	3	-5
O=C(O)c1ccc(NC(=O)c2ccc(Cl)cc2)c(NC(=O)c2ccc(Cl)cc2)c1	-3	3	1.0	4	101	17	0	5	16
CCCC(=O)NCCc1nc2cc([N+](=O)[O-])ccc2n1C	-12	6	0.6	-1	89	4	1	2	-1
CCOC(=O)c1c[nH]c2c(Cl)ccc(Cl)c2c1=O	-8	0	-0.5	0	100	6	-4	1	-1
COc1cc(/C=C2/SC(=S)N(CC(=O)O)C2=O)ccc1OC(=O)c1cccs1	16	4	0.6	2	101	14	2	5	7
CN(CC(=O)Nc1ccc(Cl)cc1)C(=O)CCc1ccccc1	22	25	2.0	-1	98	4	-3	1	2
Cc1cc2cc(CCNC(=O)CC(C)(C)C)c(=O)[nH]c2cc1C	-15	-1	2.2	-3	103	-2	-2	6	-1
Cc1cccc(-n2c(O)c(C=NC3CCS(=O)(=O)C3)c3ccccc3c2=O)c1 (stereo not drawn)	-3	4	1.6	2	92	2	-3	-1	-4
COc1ccc(C2NC(=O)N(C)C3=C2C(=O)CC(C)(C)C3)cc1OC (stereo not drawn)	-2	0	-0.4	0	110	4	-1	1	-5

Overlap with the part before: 2 entries, followed by the next part.
SMILES	ZTA DNA inh	GASC-1 inh	PP5 primary	Fh CTSL1 inh	Yeast superoxide	EBNA-1 inhibitor	TPT1 inh	PP1 inh	HCV core dimer
Cc1cccc(-n2c(O)c(C=NC3CCS(=O)(=O)C3)c3ccccc3c2=O)c1 (stereo not drawn)	-3	4	1.6	2	92	2	-3	-1	-4
COc1ccc(C2NC(=O)N(C)C3=C2C(=O)CC(C)(C)C3)cc1OC (stereo not drawn)	-2	0	-0.4	0	110	4	-1	1	-5
Cc1ccc(-c2nnc(Nc3ccc(C(=O)N(C)C)cc3)c3ccccc23)cc1S(N)(=O)=O	7	-10	-0.2	-1	121	1	-3	2	1
CO/N=C(\N)c1ccc([N+](=O)[O-])cc1	4	11	-0.9	-1	87	9	-3	-2	-6
COc1cc(C(=O)NCc2ccc(C)cc2)ccc1OC(F)F	-2	1	3.0	-2	101	14	0	0	-7
COc1ccc(CNC(=O)CCCC(=O)Nc2cccc(Br)c2)cc1	-1	-1	-1.5	0	104	-3	-2	-1	-6
COc1ccc(CCN(C)C(=O)C2CCN(C(=O)Nc3ccccc3)CC2)cc1OC	-17	25	1.2	6	96	-4	-3	-3	-6
COc1cccc(OCCNC(=O)c2cccc(OC)c2)c1	2	-10	1.2	-3	90	4	-3	-1	-2
O=C(Cn1nnc2ccccc2c1=O)NCCc1ccccc1	-3	-9	-0.8	-3	91	4	-2	-2	-5
COc1ccc(Nc2nnc(-c3ccncc3)s2)cc1Cl	-22	3	2.6	0	105	4	-4	2	-5
CCCCOP(=O)(c1ccc(N(C)C)cc1)C(O)c1cc(OC)ccc1OC (stereo not drawn)	5	-1	4.3	-4	88	-9	0	-3	5
Cc1cc(C)n(C(=O)C(C(=O)c2ccccc2)C(C)C)n1 (stereo not drawn)	-7	9	3.5	-2	94	-9	1	5	1
C/C(CC(=O)NC1CCCCC1)=N\NC(=O)COc1ccc(C)cc1Br	18	2	0.9	2	106	-5	-1	-2	7
O=S(=O)(c1cccs1)N1CCN(c2ccc(O)cc2)CC1	6	2	0.7	3	96	11	-2	0	-8
CC(C)c1onc(C(=O)Nc2sc3c(c2C#N)CCC3)c1[N+](=O)[O-]	-25	-2	1.8	1	91	3	2	-2	-5
c1ccc(Cc2nnc3sc(-c4cccs4)nn23)cc1	-1	-4	0.1	2	99	8	0	2	7
Fc1cccc(CN(C2=NCCN2)c2c(Cl)cccc2Cl)c1	18	-4	0.9	-1	102	7	-1	-2	-3
CC(c1ccccc1)n1cc(C(=O)NCc2ccccn2)nn1 (stereo not drawn)	-17	-15	2.2	2	97	-6	-1	1	1
COc1ccc2c(c1)nc(NCCCO)n2Cc1ccccc1	-5	40	2.9	2	87	3	-4	-2	-3
O=C1N=c2ccccc2=C1c1sc(=O)[nH]c1O	14	-10	-0.1	1	117	-10	1	0	2
O=C(O)C1CN(C(=O)c2ccccc2)c2cc(Cl)ccc2O1 (stereo not drawn)	3	-11	-0.3	0	105	1	0	1	-1
CCCSc1nc(C)c(-c2csc(C(C#N)=C3CCCC3)n2)cc1C#N	-9	7	-2.0	2	95	1	7	10	61*
C=CCNC(=O)O/N=C/c1csc([N+](=O)[O-])c1	-2	-29	0.6	6	120	8	2	-5	1
CCOC(=O)N1CCN(C(=O)C2CCN(S(=O)(=O)c3cc(Cl)ccc3OCC)CC2)CC1	-4	2	-0.4	-2	99	-8	-3	-2	2
O=C(NNC(=O)c1ccc([N+](=O)[O-])cc1)c1ccc(Br)cc1	3	-7	0.9	-5	103	-5	-1	0	5
CC(NC(=O)c1ccccc1Br)c1nnc(SCc2ccc([N+](=O)[O-])cc2)n1C (stereo not drawn)	6	-2	-1.7	1	95	4	1	-1	0
O=c1cc(C(Cl)(Cl)Cl)oc2c1ccc1ccccc12	-3	14	1.6	3	104	-1	3	5	9
CC(C)(C)CC(=O)Nc1nnc(-c2cccs2)s1	0	1	-0.1	-1	101	13	-1	-1	-2
CNS(=O)(=O)c1ccc(NC(=O)c2csc(C)c2)cc1	-1	2	1.9	3	108	7	-1	-5	0
Cc1ccc(NC(=O)COc2coc(CN3CCN(Cc4ccccc4)CC3)cc2=O)cc1	-9	-23	1.2	7	103	-7	1	9	0
CCN(CC)CCNCc1ccc(-c2ccc(Cl)cc2)o1	0	-1	-0.3	-4	102	1	-2	-6	-5
COc1ccc(O)c(/C=N/Nc2nc(Nc3ccccc3)nc(-n3nc(C)cc3C)n2)c1	20	12	5.0	0	80	11	-3	21*	12

Screening results as filed in PubChem.
